# hERG protect: hERG rescue from dofetilide block, primary screen, cell-based, CHO-hERG, FluxOR thallium flux, dofetilide IC70. Voltage-gated inwardly rectifying potassium channel KCNH2 (Homo sapiens), Q12809. dofetilide IC70 present. 310,000 tested, 0.51% active. activation (rescue from dofetilide block), less the hit threshold, % at 10 µM;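 active means activation above the mean of controls blocked by dofetilide plus 5 SD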;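 further: thallium influx through hERG after potassium depolarization seen as dye fluorescence rise; in these data hits start at about 4.7%; inactives centre near -7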
# Target sequence (Q12809 whole entry, looked up): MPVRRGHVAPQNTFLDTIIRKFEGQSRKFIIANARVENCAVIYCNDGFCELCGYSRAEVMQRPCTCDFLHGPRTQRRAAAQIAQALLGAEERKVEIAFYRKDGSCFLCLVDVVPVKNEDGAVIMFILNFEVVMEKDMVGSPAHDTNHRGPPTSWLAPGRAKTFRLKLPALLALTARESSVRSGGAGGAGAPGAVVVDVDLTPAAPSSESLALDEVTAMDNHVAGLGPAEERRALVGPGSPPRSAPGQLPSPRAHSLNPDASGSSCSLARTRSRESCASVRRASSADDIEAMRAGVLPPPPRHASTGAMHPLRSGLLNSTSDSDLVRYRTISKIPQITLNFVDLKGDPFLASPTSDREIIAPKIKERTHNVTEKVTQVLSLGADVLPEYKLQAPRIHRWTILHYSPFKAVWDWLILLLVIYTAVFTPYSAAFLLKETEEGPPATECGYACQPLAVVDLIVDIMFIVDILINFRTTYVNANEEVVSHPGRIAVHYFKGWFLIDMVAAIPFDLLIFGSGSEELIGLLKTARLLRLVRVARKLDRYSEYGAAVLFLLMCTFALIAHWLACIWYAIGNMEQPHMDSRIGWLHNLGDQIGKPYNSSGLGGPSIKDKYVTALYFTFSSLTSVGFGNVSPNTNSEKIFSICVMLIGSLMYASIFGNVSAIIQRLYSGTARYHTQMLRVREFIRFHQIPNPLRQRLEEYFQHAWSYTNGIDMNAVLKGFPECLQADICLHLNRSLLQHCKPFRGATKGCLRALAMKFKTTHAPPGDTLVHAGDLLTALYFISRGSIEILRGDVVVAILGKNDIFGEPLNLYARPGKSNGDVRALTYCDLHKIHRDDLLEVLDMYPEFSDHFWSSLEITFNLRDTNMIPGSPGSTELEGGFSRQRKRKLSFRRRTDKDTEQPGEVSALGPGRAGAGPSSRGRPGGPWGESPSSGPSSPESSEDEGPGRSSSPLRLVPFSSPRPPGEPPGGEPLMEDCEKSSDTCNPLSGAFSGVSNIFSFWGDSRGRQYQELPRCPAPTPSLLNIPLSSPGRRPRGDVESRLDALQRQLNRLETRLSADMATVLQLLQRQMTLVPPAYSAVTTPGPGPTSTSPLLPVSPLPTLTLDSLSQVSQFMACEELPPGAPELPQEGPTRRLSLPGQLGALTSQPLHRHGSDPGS
# KCNQ1 inh: inhibitors of human KCNQ1 channel, primary screen, cell-based, thallium flux, high-throughput | Potassium voltage-gated channel subfamily KQT member 1 (Homo sapiens), P51787 | CHO-K1 KCNQ1, FluxOR thallium flux fluorescence; active compounds read high | B-score at 10 µM | 310,000 tested, 1.3% active | AID 2642, 2010;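 active means compounds whose thallium flux B-score, printed positive for inhibition, exceeds three library SD while starting fluorescence stays within three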;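 further: channel opened by potassium depolarization with thallium stimulus after 20 min compound exposure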
# HDAC3 inh: HDAC3 deacetylase inhibitors, primary screen, biochemical, fluorescence, cell-free homogeneous. AID 2718, 2010. 320,000 tested, 0.15% active. inhibition, % at 8.3 µM. recombinant HDAC3, fluorogenic peptide/trypsin coupled. Histone deacetylase 3 (Homo sapiens), O15379; in the data active means inhibition above about 26%, passing the limit was not always enough; inconclusive means no clear call, values can overlap the other calls
# Dyrk1A ADPGlo: rat Dyrk1A kinase inhibitors, primary screen, biochemical, single point, plate reader | Dual specificity tyrosine-phosphorylation-regulated kinase 1A (Rattus norvegicus), Q63470 | ADP-Glo luminescence, NFATc1 peptide | inhibition, % at 12.5 µM | 310,000 tested, 0.43% active; in the data active means inhibition above about 50%;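 further: plate controls were vehicle with enzyme for no effect and no enzyme for full effect; many of its hits are not listed in these tables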
# GSK3 alpha inh: blockers of GSK3A enzyme activity – biochemical, luminescence, cell-free homogeneous, HTS, primary screen; Glycogen synthase kinase-3 alpha (Homo sapiens), P49840; GSK-3 alpha kinase, ADP-Glo luminescence, 60 min; inhibition, % at 10 µM; 320,000 tested, 0.1% active; AID 2650, 2010;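 in the data active means inhibition above about 50%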;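 further: GST-tagged GSK-3 alpha with peptide substrate and 25 µM ATP; 0% = DMSO neutral wells and 100% = GW8510 positive control wells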
# KCNK3 block: human KCNK3 channel inhibitors, primary screen, CHO cells, FluxOR thallium flux, B-score; Potassium channel subfamily K member 3 (Homo sapiens), O14649; FluxOR fluorescence; active compounds read low; B-score at 10 µM; 340,000 tested, 0.84% active;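 active means B-score under library mean minus 4 SD, starting fluorescence ratio at most library mean plus 5 SD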;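 further: more negative B-score means stronger inhibition of thallium flux through KCNK3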
# PolyA inhibitor: polyadenylation inhibitors in yeast reporter cells, primary screen, luminescence, S. cerevisiae. 300,000 tested, 0.02% active. AID 1875, 2009. calls only at 12 µM. S. cerevisiae SKY197-pL101 polyadenylation reporter, beta-gal luminescence; efflux-impaired pdr1/pdr3 knockout yeast; score 100 = 6 SD above DMSO;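 active means lowest replicate activity score at least 50, where 100 means six control SD above control mean; inconclusive means lowest score under 50 but half or more replicates reach 50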;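 further: yeast exposed to compound for 9 h at 30 °C; higher score means more reporter readthrough which indicates perturbed polyadenylation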
# GSK3B inh: human GSK3beta kinase inhibitors, primary screen, biochemical, cell-free homogeneous, HTS. 300,000 tested, 0.038% active. GST-GSK3beta kinase, ADP-Glo luminescence, 60 min; active compounds read low. activity score (negative = inhibition), % at 10 µM. Glycogen synthase kinase-3 beta (Homo sapiens), P49841;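 active means more than half of replicate wells score below -50%, meaning over 50% inhibition versus plate controls; inconclusive means some replicates but at most half score below -50%; inactive means no replicate scores below -50%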;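 further: 0% = median DMSO wells and -100% = median GW8510 positive control wells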
#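 Assay system: GST-fused GSK3beta enzyme, cell-free / Medium: Tris pH 7.5 buffer with MgCl2, DTT, BSA, heparin / Also added: peptide substrate plus 25 µM ATP (final) / Compound: 10 µM single point / Timing: kinase reaction with compound 60 min at room temperature / Detection: ADP-Glo luminescence / Benchmarks: DMSO neutral wells and GW8510 at 20 µM as positive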
# KCNQ1 pot: potentiators or activators of KCNQ1 channel, primary screen, cell-based, thallium flux, high-throughput; Potassium voltage-gated channel subfamily KQT member 1 (Homo sapiens), P51787; CHO-K1 KCNQ1, thallium flux FluxOR fluorescence; active compounds read high; B-score at 10 µM; 310,000 tested, 0.35% active; AID 2648, 2010;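 active means fluorescence ratio B-score, a plate-corrected score, at least three library SD, with initial intensity B-score within 5 SD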
#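 Assay system: stable KCNQ1 CHO-K1 line; medium: assay buffer, equal DMSO in all wells; timing: 90 min dye loading and 20 min compound exposure, both at room temperature; technique: kinetic FluxOR thallium fluorescence, 10-s 1-Hz baseline, 110-s post-stimulus read; read-out basis: B score of baseline-normalized fluorescence ratio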
# RGS4 act: RGS4 potentiators or activators, primary screen, cell-based, HEK293 M3R inducible RGS4, calcium flux. carbachol calcium flux Fluo4; active compounds read low. B-score at 10 µM. 310,000 tested, 0.92% active. AID 463111, 2010;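 active means B-score of the integrated calcium signal more than 4 SD below the library mean, with starting fluorescence not abnormally high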;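 further: negative B-score means reduced calcium response which marks RGS4 activation or potentiation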
#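 System – HEK293 FlpIn-TREx cells, stable M3R, doxycycline-inducible RGS4 · Reagent – ECmax carbachol challenge · Times – compound preincubation 20 min at room temperature before agonist · Technique – Fluo4 fluorescence kinetic imaging of calcium · Measure – B score of integrated Fluo4 ratio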
# KCNK9 inh: KCNK9 potassium channel inhibitors, primary screen, HEK293 cells, thallium flux. Potassium channel subfamily K member 9 (Homo sapiens), Q9NPC2. 310,000 tested, 1.2% active. AID 488922, 2010. B-score at 10 µM. FluxOR thallium flux fluorescence; active compounds read low;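 active means ratio B-score over 3 SD below the library mean, with starting fluorescence within 5 SD of its mean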;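 further: negative B-score means less thallium flux so channel inhibition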
# * marks the source's active call; other numbers are inactive results; i = inactive; ? = inconclusive; · = no result given. Not all compounds are listed; the hit share may differ from the screen's.
SMILES,hERG protect,KCNQ1 inh,HDAC3 inh,Dyrk1A ADPGlo,GSK3 alpha inh,KCNK3 block,PolyA inhibitor,GSK3B inh,KCNQ1 pot,RGS4 act,KCNK9 inh
Cc1ccc(CC(=O)Nc2ccc(C(=O)N3CCCCC3)cc2)cc1,-11,i,-2,0,0,i,i,1,i,i,i
COc1ccc(N2CC(C)Cn3c2nc2c3c(=O)n(Cc3ccccc3F)c(=O)n2C)c(OC)c1 (centres undefined),-18,i,-13,4,-2,i,i,2,i,i,i
CNC(=O)CN(C)S(=O)(=O)c1ccc(F)cc1,-7,i,-1,14,0,i,i,2,i,i,i
O=C(Nn1c(Cc2cccs2)nc2ccccc2c1=O)c1cccs1,-12,i,0,-1,·,i,i,1,i,i,i
CCCn1c(Nc2ccc(Cl)cc2)nc2ccccc21,-9,i,-1,-9,-3,i,i,-2,i,i,i
COc1ccc(S(=O)(=O)N2N=C(c3cccc(NS(C)(=O)=O)c3)CC2c2ccco2)cc1 (centres undefined),-7,i,2,0,0,i,i,-1,i,i,i
O=C(Nc1cccnc1)C1CCC(CNS(=O)(=O)c2cccc3nsnc23)CC1 (centres undefined),-11,i,7,-1,-1,i,i,3,i,i,i
COc1ccccc1Cn1c(=O)c2ccccc2n2c(SCC(=O)N3CCCCC3)nnc12,1,i,2,3,0,i,i,1,i,i,i
COC(=O)c1ccc(NC(=O)c2ccccc2N(C)S(C)(=O)=O)cc1,0,i,-2,·,-1,i,i,3,i,i,i
CCOC(=O)C1CCN(C(=O)c2c(-c3c(Cl)cccc3Cl)noc2C)CC1,-11,i,-9,4,-1,i,i,-1,i,i,i

# Look-ups from the results shown:
# Dyrk1A ADPGlo result of `CCOC(=O)C1CCN(C(=O)c2c(-c3c(Cl)cccc3Cl)noc2C)CC1` → 4
# HDAC3 inh result of `Cc1ccc(CC(=O)Nc2ccc(C(=O)N3CCCCC3)cc2)cc1` → -2

# (next part)
SMILES,hERG protect,KCNQ1 inh,HDAC3 inh,Dyrk1A ADPGlo,GSK3 alpha inh,KCNK3 block,PolyA inhibitor,GSK3B inh,KCNQ1 pot,RGS4 act,KCNK9 inh
CCCCN(CC)CCNC(=O)CN(C)S(=O)(=O)c1ccc2c(c1)c(=O)n(C)c(=O)n2C,-5,i,-3,2,0,i,i,-1,i,i,i
Cn1c(SCC(=O)N/N=C/c2cc([N+](=O)[O-])ccc2O)nnc1-c1ccccc1,-16,i,1,-10,-1,i,i,1,i,i,i
CCOCCCNC(=O)N[C@@H](C)C(=O)OC,-1,i,5,1,-1,i,i,0,i,i,i
COc1cc(C(=O)Nc2nnc(-c3sccc3C)s2)cc(OC)c1OC,-8,i,-4,-3,2,i,i,-7,i,i,i
CN(C)S(=O)(=O)c1cc(NC(=O)CN2CCN(c3ccccc3F)CC2)ccc1Cl,-9,i,4,·,1,i,i,3,i,i,i
CCCCn1c(N)c(N(CC(C)C)C(=O)C2CC(=O)N(c3ccccc3C(C)CC)C2)c(=O)[nH]c1=O (centres undefined),-20,i,-3,-3,-1,i,i,5,i,i,i
Cc1cccc(NC(=O)Cn2cc(C=O)c3ccccc32)c1,-4,i,·,-1,0,i,i,5,i,i,i
CC(NCCC1(Cc2ccccc2Cl)CCOC(C)(C)C1)c1cccs1 (centres undefined),-16,i,4,6,-1,i,i,-2,i,i,i
CSc1ccccc1OCc1cc(C(=O)NCCc2nc(C)cc(C)n2)no1,-18,i,·,1,·,i,i,1,i,i,i
CCN(CC(=O)O)S(=O)(=O)c1cc(Cl)ccc1Cl,-8,i,?,-7,-4,i,i,2,i,i,i

# Compounds listed so far with an aryl thioether with sulfur outside any ring, in the order listed:
SMILES,hERG protect,KCNQ1 inh,HDAC3 inh,Dyrk1A ADPGlo,GSK3 alpha inh,KCNK3 block,PolyA inhibitor,GSK3B inh,KCNQ1 pot,RGS4 act,KCNK9 inh
COc1ccccc1Cn1c(=O)c2ccccc2n2c(SCC(=O)N3CCCCC3)nnc12,1,i,2,3,0,i,i,1,i,i,i
Cn1c(SCC(=O)N/N=C/c2cc([N+](=O)[O-])ccc2O)nnc1-c1ccccc1,-16,i,1,-10,-1,i,i,1,i,i,i
CSc1ccccc1OCc1cc(C(=O)NCCc2nc(C)cc(C)n2)no1,-18,i,·,1,·,i,i,1,i,i,i

# Later entries:
SMILES,hERG protect,KCNQ1 inh,HDAC3 inh,Dyrk1A ADPGlo,GSK3 alpha inh,KCNK3 block,PolyA inhibitor,GSK3B inh,KCNQ1 pot,RGS4 act,KCNK9 inh
COc1ccc(C2N(S(=O)(=O)c3ccccc3)CCN2S(=O)(=O)c2ccc(C)cc2)cc1 (centres undefined),-10,i,1,2,-1,i,i,-20,i,i,i
CCOc1ccc(C2C(C(=O)c3ccco3)=C(O)C(=O)N2CCN2CCOCC2)cc1 (centres undefined),-2,i,6,2,-4,i,i,1,i,i,i
Cc1ccc(CNC(=O)C2CC3Cn4c(nc5cc(C)c(C)cc54)C3N2C)o1 (centres undefined),-11,i,2,5,1,i,i,0,i,i,i
COc1ccc(NC2CC(=O)NC2=O)cc1 (centres undefined),-6,i,4,7,33,i,i,-1,i,i,i
O=C(CN1C(=O)COc2ccc(S(=O)(=O)N3CCCCC3)cc21)NCc1ccc(F)cc1,-6,i,0,-4,0,i,i,1,i,i,i
Clc1cccc(CN2CCc3c([nH]c4ccccc34)C2)c1,-10,i,-3,-2,8,i,i,·,i,i,i
O=C(CSC1=NS(=O)(=O)c2cc(F)ccc2N1)Nc1ccccc1,-2,i,·,-10,·,i,i,4,i,i,i
Cc1ccc(N(C(C)C(=O)N2CCCC2)S(C)(=O)=O)cc1 (centres undefined),-4,i,1,-3,4,i,i,0,i,i,i
COc1ccc(CCCC(=O)N/N=C/c2ccccc2OC)cc1,-10,i,0,16,-3,i,i,-24,i,i,i
O=C(COc1ncnc2c(Cl)cc(Cl)cc12)NC1CCCCCC1,-6,i,-5,-1,1,i,i,1,i,i,i
O=C(O)c1cc(Cl)ccc1-c1ccc(/C=C/c2cc(C(F)(F)F)[nH]c(=O)n2)o1,-30,i,2,0,-5,i,i,5,i,i,i
COc1cc(/C=N/Nc2ccnc(=O)[nH]2)ccc1O,-4,i,13,13,1,i,i,0,i,i,i
CN(C)/C=N/c1nc(Sc2ccc(C(F)(F)F)cc2[N+](=O)[O-])n[nH]1,-7,i,-1,0,5,i,i,1,i,i,i
COc1ccc(CN2CCC(CNS(=O)(=O)c3cccc(C(F)(F)F)c3)CC2)cc1,-9,i,-8,1,-3,i,i,-1,i,i,i
NC(=O)C1CCN(C(c2ccccc2Cl)c2nnnn2Cc2ccc3c(c2)OCO3)CC1 (centres undefined),-7,i,5,-3,2,i,i,-1,i,i,i
COC(=O)CSc1ccnc2cc(Cl)ccc12,-6,i,-11,15,1,i,i,3,i,i,i
O=C(CSc1nnc(-c2ccco2)n1-c1ccccc1)NCc1ccco1,-8,i,-5,-2,-1,i,i,0,i,i,i
O=C(Nc1ccccc1N1CCCC1)c1ccc(Cl)cc1Cl,-11,i,0,6,1,i,i,3,i,i,i
COc1ccc2c(c1)C(C1C(=O)CCCC1=O)c1ccccc1O2 (centres undefined),-9,i,-15,5,-2,i,i,1,i,i,i
CCOC(=O)c1c(C)c(C(=O)NCc2cccs2)c(C)n1C,-11,i,2,-16,-5,i,i,-1,i,i,i
CC(=O)Nc1ccc(-c2csc(NC(C)c3ccccc3)n2)cc1 (centres undefined),-19,i,8,2,-2,i,i,2,i,i,i
Cc1cccnc1NC(=O)Cn1nc([N+](=O)[O-])cc1C,-9,i,·,-9,-3,i,i,-3,i,i,i
CCOc1ccc(NC(=O)CN(C)C(=O)Cc2c[nH]c3ccccc23)cc1OCC,-15,i,3,5,-1,i,i,-2,i,i,i
COc1ccc(NC(=S)Nc2ccc(N)c([N+](=O)[O-])c2)cc1,-6,i,6,13,-10,i,i,-2,i,i,i
CCOc1ccc(NC(=O)[C@@H](NC(=O)c2ccccc2Br)C(C)C)cc1,-7,i,0,-4,-3,i,i,1,i,i,i
COc1ccc(CCNC(=O)C2CCC(CNS(=O)(=O)c3ccccc3)CC2)cc1OC (centres undefined),-7,i,-1,·,0,·,i,0,i,i,i
CC(Oc1ccc2c(-c3ccccc3)cc(=O)oc2c1)C(=O)NCCCN1CCOCC1 (centres undefined),-10,i,7,2,-3,i,i,-2,i,i,i
COc1cccc(=O)c2c(C)n(C)c(C)c12,-10,i,1,37,1,i,i,-6,i,i,i
CC(=C/c1ccccc1)/C=N/NC(=O)c1cnccn1,-7,i,6,6,-1,i,i,-9,i,i,i
O=C(C(=O)N1CCN(c2ccccc2Cl)CC1)c1c[nH]c2ccccc12,-9,i,2,-5,0,i,i,2,i,i,i
O=C1N=C(N2CCCCC2)S/C1=C\c1ccc(Cl)cc1,-7,i,-3,-5,1,i,i,-3,i,i,i
COc1ccc(C(=O)NC(=S)Nc2ccc(CN3CCOCC3)cc2)cc1Cl,-14,i,14,0,3,i,i,-1,i,i,i
CCN(CC)S(=O)(=O)c1ccc(NC(=O)COC(=O)c2c[nH]c(=O)[nH]c2=O)cc1,-3,i,4,-9,-1,i,i,2,i,i,i
COc1ccccc1C1CCN(C(=O)c2ccco2)CC1,-5,i,-1,-3,0,i,i,2,i,i,i

# Screening data: PubChem, several laboratories
